# NCOA2 inhibitor: human SRC2 (NCOA2) inhibition; HEK293 GAL4-SRC2 luciferase reporter, luminescence; inhibition, % at 9 µM; 0.17% of 370,000 active; AID 651957;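 active = inhibition above the mean inhibition of all tested compounds plus 3 SD, set per campaign, cut at about 52% in these data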;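 also: 0% = DMSO treated cells and 100% = cells given Gossypol at 36 µM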
# TLR9-MyD88 block: blocks human TLR9 binding to MyD88 | Q9NR96+Q99836 | CHO BLA complementation TLR9-MyD88, CCF4 FRET ratio | inhibition, % at 4.98 µM | 0.21% of 340,000 active | AID 504734;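 active = inhibition above the mean over all tested compounds plus 3 SD, cut at about 21% in these data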;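 also: 0% = DMSO only wells and 100% = clavulanate BLA inhibitor control wells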
# NCOA3 inh: inhibits human SRC3 coactivator; Q9Y6Q9; HEK293 GAL4-SRC3 luciferase reporter, luminescence; inhibition, % at 3.6 µM; 0.17% of 360,000 active; AID 588352;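 active = inhibition above a per-campaign cutoff, the mean of all compounds plus 3 SD, cut at about 60% in these data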;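 also: 0% = DMSO-treated cells and 100% = gossypol-treated cells at 36 µM; higher means less SRC3-driven luciferase light from the GAL4 reporter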
# NOD2 RIPK2 PPI: blocks binding of human NOD2 to RIPK2. O43353. CHO BLA complementation NOD2-RIPK2, CCF4 ratio. inhibition, % at 4.98 µM. 0.38% of 360,000 active. AID 624267; in the data active = inhibition above about 21%;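 also: 0% = vehicle only and 100% = reference blocker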
# NR2F2 inh: NR2F2 (human) inhibition, primary screen; 0.7% of 370,000 active; HEK293T NGFI-A luciferase reporter, luminescence; inhibition, % at 8.6 µM; P24468;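 active = inhibition above a per-plate cutoff, mean inhibition of test wells between control levels plus 3 SD, cut at about 38% in these data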;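 also: cells cotransfected with COUP-TFII expression vector driving the NGFI-A reporter; 0% = median of COUP-TF2 test wells and 100% = reporter-only cells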
# TROY signal inh: blocks TROY-dependent signaling in reporter cells | Q293 LMP1-TROYcd NF-kB luciferase reporter, 4 h | inhibition, % at 10 µM | 0.98% of 360,000 active | AID 1347056;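 active = compounds whose plate-normalised and pattern-corrected inhibition of the luciferase reporter signal at the single screening dose is 50% or more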
# ABHD5 PLIN5 PPI: ABHD5-PLIN5 protein interaction inhibition; Q00G26+Q8WTS1; 0.78% of 360,000 active; Split G. princeps luciferase complementation, luminescence, 4 h; AID 602281; inhibition, % at 4 µM;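 active = inhibition above the mean inhibition across every tested compound plus 3 SD, cut at about 22% in these data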;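 also: 0% = DMSO only wells and the 100% control is not disclosed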
# Target sequence (Q00G26 whole entry, looked up): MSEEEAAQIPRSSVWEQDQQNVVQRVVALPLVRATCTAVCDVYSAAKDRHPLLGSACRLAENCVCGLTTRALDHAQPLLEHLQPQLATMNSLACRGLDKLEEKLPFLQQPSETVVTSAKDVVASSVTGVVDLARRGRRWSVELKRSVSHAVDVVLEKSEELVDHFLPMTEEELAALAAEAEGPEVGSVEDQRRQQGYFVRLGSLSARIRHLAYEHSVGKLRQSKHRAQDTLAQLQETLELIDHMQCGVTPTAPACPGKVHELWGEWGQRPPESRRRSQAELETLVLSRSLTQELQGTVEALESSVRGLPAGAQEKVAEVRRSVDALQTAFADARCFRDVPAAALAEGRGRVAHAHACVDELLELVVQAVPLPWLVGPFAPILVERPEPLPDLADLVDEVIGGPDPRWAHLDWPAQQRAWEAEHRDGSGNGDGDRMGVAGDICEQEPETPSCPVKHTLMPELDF
# Target sequence (Q8WTS1 whole entry, looked up): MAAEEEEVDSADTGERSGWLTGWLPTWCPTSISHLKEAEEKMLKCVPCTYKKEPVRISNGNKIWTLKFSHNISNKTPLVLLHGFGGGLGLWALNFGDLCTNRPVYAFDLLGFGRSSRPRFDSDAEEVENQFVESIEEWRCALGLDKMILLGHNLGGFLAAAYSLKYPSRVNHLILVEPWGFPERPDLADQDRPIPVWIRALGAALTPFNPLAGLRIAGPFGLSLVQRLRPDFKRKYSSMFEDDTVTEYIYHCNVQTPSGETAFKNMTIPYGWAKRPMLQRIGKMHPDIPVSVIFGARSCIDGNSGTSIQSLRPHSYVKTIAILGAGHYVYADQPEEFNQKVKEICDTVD
# NCOA1 inh: inhibitors of human steroid receptor coactivator 1 (SRC1) | Q15788 | HEK293 GAL4-SRC1 luciferase reporter, luminescence | inhibition, % at 3.6 µM | 0.12% of 360,000 active | AID 588354;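 active = inhibition above the campaign mean plus 3 SD, with each screening campaign given its own cutoff, cut at about 60% in these data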;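 also: 0% = DMSO treated cells and 100% = gossypol at 36 µM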
# LRH-1 inv ag: inverse agonists of human LRH-1 (NR5A2); O00482; HEK293T StAR-luciferase reporter, LRH-1 transfected, 24 h; inhibition, % at 3.6 µM; 0.13% of 360,000 active; AID 602396;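 active = inhibition above the mean inhibition of all tested compounds plus 3 SD, cut at about 73% in these data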;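 also: 0% = DMSO wells and 100% = reporter-only cells lacking LRH-1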
# TWEAK-Fn14 inh: inhibitors of TWEAK-Fn14 interaction signaling; TWEAK-stimulated Fn14 reporter cells, luciferase luminescence, 8 h; AID 1159606; 2% of 360,000 active; inhibition, % at 10 µM; in the data active = inhibition above about 50%
# Granule exo inh: blocks lytic granule exocytosis; TALL-104 LAMP-1 surface exposure, flow cytometry; cells stimulated with thapsigargin and PMA; inhibition, % at 10 µM; 0.66% of 360,000 active;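 active = inhibition above about 55%, limit read from the data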
# Active calls of the source: *; / = not tested or not shown. A portion of the library (hit frequency here may not be typical).
SMILES,NCOA2 inhibitor,TLR9-MyD88 block,NCOA3 inh,NOD2 RIPK2 PPI,NR2F2 inh,TROY signal inh,ABHD5 PLIN5 PPI,NCOA1 inh,LRH-1 inv ag,TWEAK-Fn14 inh,Granule exo inh
COc1ccc(Cl)cc1NC(=O)NNC(=O)c1ccccn1,6,-1,-13,-2,-8,-15,-2,-59,-14,-3,3
O=C(O)c1cccc(CSc2nnc(COc3ccccc3)o2)c1,45,-9,-13,-8,41*,-24,-14,6,-9,14,1
N#CC(c1ccccc1)C(CC(=NO)c1ccccc1)c1ccccc1 (stereo not given),-42,1,6,6,10,16,-5,6,-1,14,11
COc1ccc(NC(=S)NCCN2CCOCC2)c(OC)c1,-3,-4,-2,-6,-17,-32,1,0,-20,-16,2
Cc1nn(CC(=O)NCCCN2CCCCC2C)c(=O)c2cccn12 (stereo not given),-12,-6,-1,2,8,-17,13,-19,-3,-7,-1
O=c1[nH]c2ccccc2cc1-c1nnn(-c2ccc(Cl)c(Cl)c2)n1,17,-2,-9,-9,-3,-6,-4,-6,5,-5,-6
COc1ccc(/C=C(\NC(=O)c2ccc(C)cc2)C(=O)Nc2c(C)n(C)n(-c3ccccc3)c2=O)cc1,-4,-7,12,-2,-5,7,-6,-37,10,-13,3
CC(=O)Nc1ccc(S(=O)(=O)NCC(=O)OCC(=O)Nc2sccc2C(N)=O)cc1,8,1,11,-5,8,-12,-3,-12,11,-4,-3
CSC1=C(C#N)C(CC(C)C)C2=C(CCCC2=O)N1 (stereo not given),2,12,10,7,8,3,3,0,22,27,-7
CCCCCCNC(=O)c1cc(-c2ccco2)nc2ccccc12,-12,4,5,1,17,-14,14,-34,-1,6,-2
Cc1ccc(NC(=S)NC2CC3CCC(C2)N3Cc2ccco2)c(C)c1 (stereo not given),-3,-3,-1,-1,9,6,0,-2,7,-15,8
COc1ccc(O)c(CN2CC3CCC(CC3)C2)c1,-21,-6,-2,-11,-10,-4,6,-3,-16,-1,3
COc1c(C)cc(S(=O)(=O)NCCN2CCOCC2)c(C)c1C,15,-3,-4,7,13,-11,0,-18,0,6,-8
CN(C)c1ccc(/C=N/Nc2nncc3ccccc23)cc1,-57,1,-123,-9,-16,2,4,-123,-164,20,1
C/C(=C\c1cc(C(=O)O)c(C)o1)CO,-14,0,-8,-10,-24,-4,2,-42,-9,-8,-5
CCOc1ccc2nc(SCC(=O)N3c4ccccc4Sc4ccccc43)c(C#N)cc2c1,-28,7,0,4,-13,11,1,14,1,-11,-6
COc1cccc(-c2nc3n(n2)C(c2ccc4c(c2)OCO4)C(C(N)=O)=C(C)N3)c1 (stereo not given),13,-3,4,-1,16,12,4,-3,-57,-40,2
COc1c(NC(C)=O)c2c(c([N+](=O)[O-])c1OC)C(=O)OC2,11,-12,3,2,-2,4,-14,3,5,-3,-1
Cc1nc(N)sc1-c1nnc(SCC(=O)Nc2ccccc2C(F)(F)F)n1C,-3,-4,7,-3,12,-13,-3,7,-11,22,-1
NC(=O)c1ncn([C@@H]2O[C@H](CNS(=O)(=O)c3cc4ccccc4s3)[C@@H](O)[C@H]2O)n1,-9,2,11,-6,1,0,2,8,-3,13,2
COc1ccc(NC(=O)CCC2COc3ccccc3O2)c(OC)c1 (stereo not given),-3,0,1,-5,-5,-6,4,-5,-7,18,-1
Cc1ccc(N/C=C(\C2OC(=O)c3ccccc32)[N+](=O)[O-])c(C)c1 (stereo not given),-14,/,9,0,5,7,54*,-7,-23,44,-3
Cc1ccc(CNC(=O)c2ccccc2SCC(=O)NCC2CCCCC2)cc1,-24,-10,3,4,19,2,0,-9,-9,25,4
CC1CCN(c2nc3c(c(=O)n(C)c(=O)n3C)n2Cc2ccccc2)CC1,13,4,-5,-4,7,15,1,5,0,-2,1
CCC1(CC)C(=O)C2=C3C1[C@H](C(=O)OC)CC(C(=O)OC)C[C@H]3n1c(=O)n(C)c(=O)n1[C@H]2C (stereo not given in full),4,-4,-5,-6,2,-18,0,-15,-3,5,0
CNC(=O)COC(=O)c1ccc(OCC(=O)Nc2ccccc2OC)c(OC)c1,4,-10,-8,-4,0,-27,5,-7,-9,-23,0
COc1ccc(CCNC(=O)c2cccc([N+](=O)[O-])c2)cc1OC,14,1,-3,-7,-10,21,5,4,17,-18,-4
CN(C)S(=O)(=O)N1CCN(c2cc(Cl)ccc2Cl)CC1,26,5,-5,2,9,10,1,-1,3,-25,-1
Cc1ccc(C)c(N2CCN(S(=O)(=O)c3ccc4[nH]c(=O)ccc4c3)CC2)c1,6,1,2,0,20,9,-3,-14,-23,15,-4
O=c1cc(Nc2ccc3c(c2)OCCO3)[nH]c(=O)n1-c1ccc(Cl)cc1,-34,-13,5,-8,-4,64*,-3,5,-20,72*,-5
Cc1cc(=O)[nH]c(SCC(=O)Nc2c(C)n(C)n(-c3ccccc3)c2=O)c1C#N,18,4,-19,-3,-10,-2,2,-15,-1,4,-3
CCn1cc(CN2CCC(C(=O)Nc3ccc(Oc4cccnc4)cc3)CC2)cn1,7,1,16,-9,5,17,-2,2,20,9,-1
O=C(Nc1ncc(S(=O)(=O)c2ccc([N+](=O)[O-])cc2)s1)c1cccc2ccccc12,8,-13,-4,3,6,38,2,-17,-3,25,1
O=C(NCC(F)(F)F)Nc1ccccn1,6,0,14,-1,17,2,-1,-9,10,9,0
Cc1ccc(-c2noc(CCC(=O)Nc3cc(C)ccn3)n2)cc1,-5,-8,12,1,-20,-4,3,-16,-1,-4,1
O=C(c1cc(COc2c(F)cccc2F)on1)N1CC[C@@H]2CCCC[C@H]2C1,-26,8,-13,-6,0,-64,-6,6,5,-41,-4
COc1ccc(Cc2nnc(SCC(=O)Nc3ccccc3)[nH]c2=O)cc1,11,-5,-1,-8,-3,-8,5,7,13,1,-6
CCCn1c(N)c(C(=O)CSc2nnc(C3CC3)n2C2CC2)c(=O)[nH]c1=O,-7,0,-6,4,3,-12,7,-1,-8,-1,-4
Cn1nc(C(=O)NNC(=O)c2ccccc2F)c2ccccc2c1=O,-38,3,-6,0,14,-2,-3,17,-5,-8,6
CSc1ncc(C(=O)O)n1-c1ccc(F)cc1,-25,4,1,-6,-10,-4,-4,-26,-6,7,-2
Clc1ccc(CNCC2CCCO2)c(Cl)c1 (stereo not given),1,/,6,3,-15,0,1,-7,-17,1,-7
O=C(CCNS(=O)(=O)c1ccc(F)cc1)N1CCN(c2ncccn2)CC1,-18,-5,-7,-7,-6,-6,-2,-11,-16,-6,-1
Cc1cccc(NC(=O)c2ccc(S(=O)(=O)N3CCCCC3C)cc2)n1 (stereo not given),-40,-5,-3,-5,-3,1,-6,-6,-21,-13,-3
CN1C(=O)NC(c2ccccc2)C2=C1CN(c1ccc3ccccc3c1)C2=O (stereo not given),1,0,9,5,5,53*,0,-6,-25,34,-3
Cc1[nH]c2ccccc2c1/C=N/n1cnnc1,10,5,7,-11,4,13,-2,-11,17,-10,1
O=C(Nc1cc2c(cc1[N+](=O)[O-])OCCO2)c1cccnc1,-29,/,-38,7,-20,-50,19,-38,-16,-43,10
O=C(CCN1CCN2CCCC2C1)N1c2ccccc2Sc2ccc(Cl)cc21 (stereo not given),30,-11,-8,-7,0,11,15,-5,-1,7,14
Cc1cc(Br)c(NC(=O)CCl)c(Br)c1,20,6,-9,-7,1,9,-1,-16,15,8,14
C(#CC1CCCC1)c1ccc2c(c1)COc1c3ccccc3nn1-2,-45,-4,-63,1,-24,8,5,-45,-48,7,-5
Oc1c(C=Nc2ccccc2Cl)[nH]c2ccccc12,-48,-1,-48,-4,-45,52*,2,-51,-103,26,-8
CCC(/C=C1\Sc2ccc(OC)cc2N1CC)=C\c1sc2ccc(OC)cc2[n+]1CCCS(=O)(=O)[O-],16,2,2,-9,-3,-26,0,3,8,2,0
COc1ccc(N=C2NN=C(c3ccc4c(c3)OCCO4)CS2)cc1,-57,-5,2,-7,-1,7,-16,-34,-12,7,0
CCCSc1nc(N)c2c3c(sc2n1)CN(C)CC3,/,-9,-15,9,/,-15,-2,-17,-36,1,-3
CCC(C)(C)C(=O)Nc1ccc(C(N)=O)cc1,-29,11,-15,2,3,18,0,2,-9,-6,1
Cc1cc(Cl)cc(Cl)c1OCCCCN(C)C,0,8,4,-7,-6,2,6,11,14,-15,20
CC(=O)Nc1ccc(-c2csc(NCc3ccco3)n2)cc1,-68,2,-73,7,-19,-3,-3,-72,-100,1,1
Cc1ccc([C@@H]2CC(=O)[C@@H]3CN(S(=O)(=O)c4ccc(C)cc4)[C@H](c4ccccc4)C[C@@H]3N2S(=O)(=O)c2ccc(Cl)cc2)cc1,-1,-5,-10,-12,4,13,1,3,-12,-10,-1
CCOc1ccccc1CN(CCc1ccc2c(c1)OCO2)Cc1ccccn1,-4,2,2,2,4,0,6,-4,13,-23,13
Cc1cccc(Oc2ncnc(N)c2[N+](=O)[O-])c1,17,4,11,0,7,10,5,0,23,21,1
O=S(=O)(c1ccc2nc(Cc3ccccc3)[nH]c2c1)N1CCOCC1,-2,-1,11,-6,-13,0,-5,-11,-6,5,0
# (next part)
SMILES,NCOA2 inhibitor,TLR9-MyD88 block,NCOA3 inh,NOD2 RIPK2 PPI,NR2F2 inh,TROY signal inh,ABHD5 PLIN5 PPI,NCOA1 inh,LRH-1 inv ag,TWEAK-Fn14 inh,Granule exo inh
CCN(CC)S(=O)(=O)c1ccc(Cl)c(NC(=O)c2ccncc2)c1,3,1,9,-11,-8,7,-2,-14,6,1,0
COc1cc(C(=O)OC(C)C(=O)N2CCc3ccccc3C2)ccc1OCC(=O)N1CCOCC1 (stereo not given),-12,-10,11,0,-24,29,4,12,3,-5,-3
CC(C)OCCCNC(=O)c1ccc(CS(=O)(=O)Cc2ccccc2F)o1,-31,-2,-12,-7,1,13,0,6,7,12,-2
O=C(CSc1cn[nH]n1)Nc1cccc(C(F)(F)F)c1,-35,2,3,-1,4,-11,4,17,1,5,-7
O=C(COC(=O)/C=C/c1ccccc1Cl)NC(=O)NCc1ccccc1,-6,-4,4,3,0,-12,1,-2,4,-9,4
O=C(NCc1ccccc1)c1ccc(COCC(F)(F)F)o1,22,-5,4,-4,-9,3,-5,6,13,33,-3
COc1ccc(NC(=O)CSc2nc3c([nH]c4ccccc43)c(=O)n2C)cc1,-1,4,7,-3,8,0,-2,-3,1,-44,-1
CCC(C)C(NS(=O)(=O)c1ccc(C)cc1)C(=O)O (stereo not given),0,-2,-1,-16,-4,3,3,9,-18,7,0
COc1ccc(C=NNC(=O)c2ccccc2OCc2ccc(F)cc2)c(OC)c1,-14,-15,-6,-5,2,21,-9,-15,2,7,-2

# Filtered by structure, the entries above with a thiophene ring, fused or not (three)
SMILES,NCOA2 inhibitor,TLR9-MyD88 block,NCOA3 inh,NOD2 RIPK2 PPI,NR2F2 inh,TROY signal inh,ABHD5 PLIN5 PPI,NCOA1 inh,LRH-1 inv ag,TWEAK-Fn14 inh,Granule exo inh
CC(=O)Nc1ccc(S(=O)(=O)NCC(=O)OCC(=O)Nc2sccc2C(N)=O)cc1,8,1,11,-5,8,-12,-3,-12,11,-4,-3
NC(=O)c1ncn([C@@H]2O[C@H](CNS(=O)(=O)c3cc4ccccc4s3)[C@@H](O)[C@H]2O)n1,-9,2,11,-6,1,0,2,8,-3,13,2
CCCSc1nc(N)c2c3c(sc2n1)CN(C)CC3,/,-9,-15,9,/,-15,-2,-17,-36,1,-3

# Screening data (PubChem)
